LYP act – LYP phosphatase activators, primary screen, biochemical, DiFMUP fluorescence, 2 µM; Tyrosine-protein phosphatase non-receptor type 22 (Homo sapiens), Q9Y2R2; recombinant LYP; 0 = plate median, 100 = signal doubled; activation, % at 2 µM; hit rate 0.11% among 96,000;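 active = activation at 2 µM above a set limit, the mean plus 5 SD, cut at about 37% in these data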
Plk1 PBD FP – Plk1 polo box domain binding inhibitors, primary screen, biochemical, fluorescence polarization; Serine/threonine-protein kinase PLK1 (Homo sapiens), P53350; Plk1 PBD phosphopeptide binding; inhibition, %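 (tested at about 20 µM)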; hit rate 0.13% among 97,000; in the data active = inhibition above about 34%, passing the limit was not always enough
PLK1 inh – human PLK1 kinase inhibitors, primary screen, biochemical, TR-FRET. hit rate 0.53% among 97,000. AID 619, 2007. recombinant PLK1 kinase, TR-FRET peptide phosphorylation. inhibition, % at 10 µM;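 active = inhibition of 50% or more in the single-concentration screen; inactive = inhibition below 50%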;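 note: 0% = DMSO max control and 100% = H-89 dihydrochloride min control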
FAK inh – FAK kinase inhibitors, primary screen, biochemical; biochemical FAK kinase activity assay; inhibition, %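 (tested at 7 µM)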; hit rate 0.84% among 97,000; AID 727, 2007; in the data active = inhibition above about 19%;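 note: 0% = DMSO and 100% = reference compound high control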
Target sequence (Q05397 whole entry, looked up): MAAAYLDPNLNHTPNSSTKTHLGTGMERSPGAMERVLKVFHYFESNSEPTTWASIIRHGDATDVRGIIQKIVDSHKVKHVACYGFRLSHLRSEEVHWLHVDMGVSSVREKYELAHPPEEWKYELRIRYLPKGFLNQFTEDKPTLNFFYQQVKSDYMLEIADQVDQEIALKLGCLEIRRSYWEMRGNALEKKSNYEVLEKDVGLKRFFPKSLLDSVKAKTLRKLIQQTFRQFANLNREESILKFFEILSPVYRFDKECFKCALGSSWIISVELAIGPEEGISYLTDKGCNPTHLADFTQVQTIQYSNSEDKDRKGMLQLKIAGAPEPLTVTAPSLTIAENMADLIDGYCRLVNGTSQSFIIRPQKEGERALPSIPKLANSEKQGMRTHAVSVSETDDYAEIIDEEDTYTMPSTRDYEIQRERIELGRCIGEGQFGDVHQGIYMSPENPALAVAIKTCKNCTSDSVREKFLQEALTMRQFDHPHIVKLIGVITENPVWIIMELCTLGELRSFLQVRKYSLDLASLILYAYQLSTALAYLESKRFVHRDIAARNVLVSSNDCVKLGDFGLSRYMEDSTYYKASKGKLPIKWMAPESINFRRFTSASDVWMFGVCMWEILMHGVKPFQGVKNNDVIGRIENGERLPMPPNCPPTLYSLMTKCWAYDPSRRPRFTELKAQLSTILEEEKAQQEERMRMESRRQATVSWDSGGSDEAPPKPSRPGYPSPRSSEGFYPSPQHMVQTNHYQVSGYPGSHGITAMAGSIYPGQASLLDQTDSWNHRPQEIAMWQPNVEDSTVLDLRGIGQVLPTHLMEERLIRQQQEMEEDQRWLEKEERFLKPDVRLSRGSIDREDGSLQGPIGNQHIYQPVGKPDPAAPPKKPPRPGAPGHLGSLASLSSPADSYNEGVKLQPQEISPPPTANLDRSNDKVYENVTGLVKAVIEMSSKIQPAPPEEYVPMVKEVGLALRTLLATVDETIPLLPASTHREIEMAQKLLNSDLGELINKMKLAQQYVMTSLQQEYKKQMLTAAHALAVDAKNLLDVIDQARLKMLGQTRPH
Pyk2 oligo antag – antagonists of Pyk2 self-association, primary screen, Q293 cells, FERM NanoBiT luminescence, HTS; hit rate 0.83% among 99,000; AID 1347419, 2020; active compounds read low; z-score (the deposit names both 25 µM and 10 µM);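 active = Z-score of -3 or lower, scaled per plate to the spread of control and sample wells; inactive = z-score above -3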;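 note: negative z-score means lost luminescence so less FERM oligomerization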
F-actin modifier – modifiers of F-actin cytoskeleton organization, primary screen, imaging, HUVEC, phalloidin staining, high-content imaging | HUVEC TNFa F-actin phalloidin imaging | inhibition, % at 2 µM | hit rate 0.18% among 91,000;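 active = inhibition above the batch mean plus 3 SD and confirmed as a hit by visual image inspection, cut at about 30% in these data, passing the limit was not always enough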; note: strong numbers were not always called active
HIV Rev-RRE inh – HIV-1 Rev-RRE binding inhibitors, primary screen, biochemical, FRET, protein-RNA interaction. P05866. Rev peptide-RRE RNA binding. inhibition, % at 8 µM. hit rate 0.79% among 97,000;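 active = inhibition above the screen-wide mean plus 3 SD, cut at about 35% in these data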;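 note: 0% = median DMSO wells and 100% = median Neomycin B control wells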
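Test system – labelled RRE RNA duplex and labelled Rev peptide · Signal – fluorescein-to-Cy5 FRET, 480 nm excitation · Evaluation – % inhibition of FRET ratio versus controls · Benchmarks – DMSO low control, neomycin B high control · Incubation – 5 min RNA-compound premix plus 15 min binding step, 25 °C · Medium – HEPES pH 7.5 salt buffer with EDTA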
PTPN22 inh 2 – PTPN22 phosphatase inhibitors, primary screen, biochemical, DiFMUP fluorescence, 2 µM; recombinant LYP catalytic domain; inhibition, % at 2 µM; hit rate 0.21% among 96,000;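 active = inhibition at 2 µM at or above a set limit, the screen mean plus 3 SD, cut at about 24% in these data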;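 note: 0% = DMSO with enzyme and 100% = enzyme fully blocked by orthovanadate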
EphB4 antag – EphB4-ephrin-B2 interaction antagonists, primary screen, biochemical, TNYL-RAW peptide probe, fluorescence polarization; inhibition, % at 7 µM; EphB4 LBD / TNYL-RAW-Alexa532 peptide; Ephrin type-B receptor 4 (Homo sapiens), P54760; hit rate 0.15% among 97,000; AID 720, 2007;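 active = inhibition above the screen-wide mean inhibition plus 3 SD, cut at about 15% in these data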;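 note: 0% = DMSO wells and 100% = excess unlabeled TNYL-RAW peptide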
* marks the source's active call; other numbers are inactive results; nt = no result given. No enrichment for hits. About 3.5% of those tested had a hit in this group.

#	PLK1 inh	structure	PTPN22 inh 2	Pyk2 oligo antag	HIV Rev-RRE inh	FAK inh	LYP act	Plk1 PBD FP	EphB4 antag	F-actin modifier
1	-5	Cc1nc2nc(SCC(=O)NCCN3CCOCC3)nn2c(C)c1Cc1ccccc1	-9	-0.35	6	1	10	33	-5	6
2	-4	CCCCC(CC)C(=O)Nc1ccc(Cl)cn1 (stereo not given)	-5	-0.93	13	2	3	22	6	5
3	-7	O=C(O)CCC(=O)Nc1ccccc1C(=O)NC1CCCCC1	0	0.15	11	0	0	-31	-4	0
4	-14	O=C(OCC(=O)c1ccccc1Br)c1ccccn1	0	0.5	2	-2	-3	13	4	10
5	-4	CCc1ccc(CNc2ccc(O)cc2)cc1	9	0.4	-4	56*	-7	5	5	6
6	-9	CC1CCN(c2c(NCc3ccc(C(=O)N4CCc5ccccc54)cc3)c(=O)c2=O)CC1	-2	nt	2	-1	-1	-12	-1	-6
7	-11	Cc1cc(Br)ccc1SCC(=O)OCC(=O)N1CCN(C(=O)c2ccco2)CC1	0	1.3	4	-1	-3	-2	6	26
8	16	O=C(CSc1cn(CCNC(=O)c2cccs2)c2ccccc12)NC1CCCC1	-6	nt	-1	-2	5	-4	-5	-3
9	-10	CCOC(=O)c1oc2cc(OCC(N)=O)ccc2c(=O)c1-c1ccc(OC)c(OC)c1	-1	-0.22	2	-3	-2	-5	-3	13
10	-12	c1ccc(NCc2cccnc2)cc1	9	-1.1	9	-1	-6	-27	-2	8
11	-5	O=C(NCC(F)(F)F)Nc1ccccn1	-3	-0.52	8	1	0	-7	-2	4
12	-4	Fc1ccc(N2CCN(Cc3cnc(Oc4ccc(Br)cc4)s3)CC2)cc1	7	0.49	10	2	-4	-21	-2	11
13	-4	COc1cccc(N/C=C/C(=O)c2ccc(Br)cc2)c1	8	-0.04	6	7	-3	7	2	nt
14	1	Cc1ccc(S(=O)(=O)NCc2ccc3c(c2)cc(C)n3C)cc1	5	nt	12	5	-8	-8	7	3
15	-10	CC(=O)N1CCN(CCN=CC2=C(O)CC(C)(C)CC2=O)CC1	0	0.31	6	2	1	2	7	-20
16	-9	Cc1ccccc1CN1CCN(S(C)(=O)=O)CC1	4	0.63	2	0	-6	-3	3	12
17	-8	CCn1c(NCc2ccccn2)nc2ccccc21	-6	1.4	7	-4	6	-5	1	-10
18	-10	COCCNC(=O)c1ccc(CS(=O)(=O)c2ccc(OC)cc2)o1	-4	nt	6	0	3	22	4	15
19	-11	Cc1nn(C)c(C)c1CN(C)S(=O)(=O)c1ccc(F)cc1	-1	1.4	-1	-2	2	6	-4	-1
20	-12	CN(C)S(=O)(=O)c1ccc(C(=O)OCc2ccc(C#N)cc2)cc1	-1	0.23	2	10	-1	3	2	23
21	-4	CN1CCN(C(=O)c2ccc3c(c2)NC(=O)C(N2CCOCC2)S3)CC1 (stereo not given)	-1	-0.36	11	1	-2	-18	7	15
22	-8	CN1C(=O)C(O)(C2COC(C)(C)CC2=O)c2cc(Br)ccc21 (stereo not given)	-22	-0.05	7	-3	18	-13	0	5
23	-5	CS(=O)(=O)N(Cc1nnc(-c2cccs2)o1)c1ccc(Cl)cc1F	-4	1.9	-4	-8	1	9	3	-8
24	-11	CCOC(=O)c1[nH]c(C(=O)O)c(CCN(CC)CC)c1C	-10	-0.02	5	8	8	-19	-1	-30
25	2	CC1CCN(C(=O)CCNS(=O)(=O)c2ccccc2)CC1	0	0.11	3	-8	3	3	1	8
26	6	c1nnnn1C12CC3CC(CC(C3)C1)C2	9	0.65	9	2	-8	12	7	16
27	-14	COc1ccccc1N1CCN(C(=O)CN(c2cc(C)cc(C)c2)S(C)(=O)=O)CC1	-2	0.17	4	6	6	-12	5	-6
28	-13	COc1ccc(-c2cc(C(F)(F)F)nc(N3CCCCCC3)n2)cc1	-10	1.2	25	-3	8	1	5	4
29	-22	CC(C)C(c1nnnn1CC1CCCO1)N1CCN(Cc2ccc3c(c2)OCO3)CC1 (stereo not given)	5	-0.01	5	5	-1	-11	0	6
30	-3	COc1cccc(-n2cc(C(=O)O)c3ccccc3c2=O)c1	-6	0.68	0	-3	4	-20	-6	-36
31	-8	Cc1ccc(S(=O)(=O)NNC(=O)C2CCN(S(=O)(=O)c3ccc(C)cc3)CC2)cc1	2	-0.09	8	3	0	8	1	-49
32	-9	CC(=O)c1ccc(NS(=O)(=O)c2ccc(CC(C)C)cc2)cc1	10	-1.1	14	0	-10	21	3	23
33	-8	COCCNC(=O)C(=O)c1cc(C)n(-c2ccc([N+](=O)[O-])cc2)c1C	-4	-0.39	8	-6	8	-1	-1	20
34	-13	O=C(NCc1ccccn1)Nc1ccc(Cl)c(Cl)c1	7	0.3	9	13	-8	-10	5	-13
35	-8	O=C(c1ccc2c(c1)OCCO2)N1CCN(Cc2ccccc2)CC1	-6	-0.23	0	-2	6	-2	-3	18
36	-6	OCCCCCN=c1cc(-c2ccccc2)oc2ccc(Cl)cc12	-38	-0.81	2	1	40*	2	2	-11
37	-18	CCOC(=O)CSc1nnc(CNc2cccc(Cl)c2)n1-c1ccccc1	-3	-0.16	6	2	1	17	2	25
38	-13	O=C(N/N=C/c1cc(Br)ccc1O)C(=O)Nc1ccccc1OC(F)(F)C(F)F	23	-0.16	49*	-6	-19	2	-3	-9
39	-8	CCn1nc(C(=O)Nc2cccc(C(F)(F)F)c2)c(Cl)c1Cl	20	-0.23	2	2	-17	-1	-4	-25
40	-15	O=S(=O)(Nc1ccc2c(c1)OCCO2)c1ccc2oc3ccccc3c2c1	-16	-1.6	15	-2	19	-9	-8	-9
41	-8	CC1CCCCN1C(=O)Nc1cccc(Cl)c1 (stereo not given)	-3	0.18	3	-1	0	-15	-2	17
42	-10	CC(Sc1nnc2ccccn12)C(=O)Nc1ncc(Cl)cc1Cl (stereo not given)	13	2	7	-4	-9	4	2	4
43	-8	COCc1cc(=O)n2[nH]c(-c3ccc(C)cc3)cc2n1	18	1.5	4	0	-18	-3	-1	-1
44	-7	Cc1ccc(C(=O)Nc2ncc(Cc3ccc(F)cc3)s2)o1	1	-0.81	-3	1	-3	-11	-2	3
45	-1	S=C(Nc1ccccc1)c1ccccn1	-12	0.58	2	1	13	-5	-2	-6
46	-13	CCCCC(=O)Nc1cccc(-c2cn3ccccc3n2)c1	0	-0.73	-3	-4	4	10	-3	-20
47	-10	CCOc1cc2[nH]c(=S)n(CCN3CCC(C)CC3)c(=O)c2cc1OCC	4	1.9	3	0	-1	-19	4	5
48	31	Cc1ccc(C2C(C#N)=C(N)Oc3n[nH]c(C)c32)cc1 (stereo not given)	8	0.06	8	9	-10	-7	11	30
49	-1	NC(=O)C1CCN(C(=O)CN2CCN(c3cccc(C(F)(F)F)c3)CC2)CC1	-10	-0.75	-6	-3	7	19	-7	-20
50	-9	CCCCCC1CC(/C(C)=N/NC(N)=O)OC1=O (stereo not given)	-7	0.15	8	0	6	14	11	-6
51	1	c1ccc(CCNc2nc3ccccc3s2)cc1	-2	2.1	2	-1	4	-8	8	nt
52	-18	Cn1nnnc1CCOCCc1nnnn1C	3	0.72	5	-8	-2	-3	4	-29
53	-6	c1ccc(-c2noc(C34CC5CC(CC(C5)C3)C4)n2)cc1	19	-0.23	11	-1	-18	-16	1	17
54	-9	Cc1cc(C)n(S(=O)(=O)c2cc(C)c(C)cc2C)n1	6	-0.78	5	2	-10	11	7	0
55	-5	O=C(O)/C(=C1\OC(=O)c2ccccc21)c1ccccc1	7	-0.8	4	0	-5	-11	1	0
56	-5	CC1=C(C(=O)OC2CCCCC2)C(c2ccco2)C2=C(CC(C)(C)CC2=O)N1 (stereo not given)	13	-3.3*	-3	4	-13	-19	-8	-8
57	-3	COc1ccc(Cl)c(NCCC(=O)O)c1	-7	0.7	-1	-1	7	-24	2	-2
58	-8	Nc1nnc(-c2cn(-c3ccccc3)nc2-c2ccccc2)o1	16	-0.9	3	2	-13	6	-4	-10
59	-27	COc1cc2c(cc1OC)C(c1ccc3c(c1)OCO3)CC(=O)N2 (stereo not given)	4	-1.4	10	0	-2	-8	1	9
60	-10	CCC(C)N=CC1=C(O)C(C(=O)OC)C(C)(C)CC1=O (stereo not given)	-6	0.86	2	-1	5	10	2	-10

Part of the list above, with one line to a screen:
49) NC(=O)C1CCN(C(=O)CN2CCN(c3cccc(C(F)(F)F)c3)CC2)CC1
50) CCCCCC1CC(/C(C)=N/NC(N)=O)OC1=O (stereo not given)
51) c1ccc(CCNc2nc3ccccc3s2)cc1
52) Cn1nnnc1CCOCCc1nnnn1C
53) c1ccc(-c2noc(C34CC5CC(CC(C5)C3)C4)n2)cc1

screen / no.,49,50,51,52,53
PLK1 inh,-1,-9,1,-18,-6
PTPN22 inh 2,-10,-7,-2,3,19
Pyk2 oligo antag,-0.75,0.15,2.1,0.72,-0.23
HIV Rev-RRE inh,-6,8,2,5,11
FAK inh,-3,0,-1,-8,-1
LYP act,7,6,4,-2,-18
Plk1 PBD FP,19,14,-8,-3,-16
EphB4 antag,-7,11,8,4,1
F-actin modifier,-20,-6,nt,-29,17

Next section:
#	PLK1 inh	structure	PTPN22 inh 2	Pyk2 oligo antag	HIV Rev-RRE inh	FAK inh	LYP act	Plk1 PBD FP	EphB4 antag	F-actin modifier
61	-6	NC(=O)C1CCN(C2CC(=O)N(c3ccc(F)c(Cl)c3)C2=O)CC1 (stereo not given)	7	-0.66	5	-3	-3	0	5	-5
62	-8	Cc1c(O)cc2n(c1=O)-c1ccccc1C2(C)C	0	0.49	8	6	1	-28	16*	-18
63	-2	CCOC(=O)NCc1ccc2c(c1)OCO2	-4	0.47	6	-1	4	-9	-5	10
64	4	N#C/C(=C\c1cc(Cl)cc(Cl)c1O)C(=O)NC1CCCCC1	11	0.95	45*	-4	-6	-105	7	16
65	-1	O=C(CCc1ccccc1)NNC(=O)c1ccco1	-2	0.22	7	-7	6	-10	2	26

Screening data from PubChem BioAssay.
